High-throughput results: PubChem BioAssay, several laboratories
VIM-2 inhibitor: inhibitors of Pseudomonas aeruginosa VIM-2 metallo-beta-lactamase; AID 1527; purified VIM-2, nitrocefin hydrolysis, epi-absorbance fluorescence; 290,000 compounds, 0.89% hits; inhibition, % at 5.6 µM;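 active means inhibition above the mean of all tested compounds plus 3 SD, cutoff set per screening run, cut at about 7.5% in these data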;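 further: red hydrolysis product quenches plate fluorescence so inhibitors raise well fluorescence; 0% = enzyme with DMSO and 100% = DMSO without enzyme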
HCV NS3 hel inh: inhibitors of Hepatitis C virus NS3 helicase. 290,000 compounds, 0.56% hits. inhibition, % at 10.9 µM. NS3 helicase DNA unwinding, Cy5 molecular beacon fluorescence. AID 1800;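 active means inhibition above the mean of all tested compounds plus 3 SD, set per campaign, cut at about 35% in these data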;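 further: 0% = DMSO wells and 100% = thioflavine S control wells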
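Compound dosing – single dose, 10.9 µM nominal final, DMSO 0.8% final · System – NS3 helicase fragment of HCV · Buffer or medium – MOPS pH 6.5, MgCl2, DTT, Tween20, BSA · Signal – Cy5 beacon fluorescence read at start and 1 h · Also added – annealed dual-labelled DNA beacon duplex, ATP-started · Schedule – 1 h at 25 °C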
IDE act: activators of human insulin-degrading enzyme in cells | P14735 | HEK cells, FAbeta-B cleavage, fluorescence polarization; 0% vehicle, 100% cell-free pure enzyme wells | activation, % at 5.96 µM | 340,000 compounds, 0.073% hits;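 active means activation above the mean of all tested compounds plus 3 SD, set per screening campaign, cut at about 17% in these data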
SUMO HTRF inh: blocks human SUMOylation mediated by UBC9. P63279. 290,000 compounds, 0.36% hits. inhibition, % at 35 µM. HTRF SUMOylation assay, SAE1/SAE2 + UBC9, in vitro. AID 2006; in the data active means inhibition above about 50%, passing the limit was not always enough; further: strong numbers were not always called active
Target sequence (P63279 whole entry, looked up): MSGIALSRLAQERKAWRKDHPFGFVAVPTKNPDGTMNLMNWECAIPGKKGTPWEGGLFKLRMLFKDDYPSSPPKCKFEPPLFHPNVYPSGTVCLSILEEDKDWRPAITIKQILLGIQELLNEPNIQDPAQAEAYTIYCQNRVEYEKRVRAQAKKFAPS
DNA FID counter: displaces DNA intercalator in HCV helicase counter-screen; DNA fluorescent intercalator displacement, fluorescence; inhibition, % at 7.9 µM; 290,000 compounds, 0.17% hits; in the data active means inhibition above about 37%;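 further: 0% = vehicle and 100% = reference compound; higher means more ethidium bromide displaced from hairpin DNA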
MEKK3 PB1 HTS: MEKK3-MEK5 PB1 interaction, increase or decrease; bead-based flow cytometry, Alexa488-MEK5 binding to MEKK3; actives lie on both sides; 0 = blocked by unlabeled MEK5, 100 = vehicle; binding response (% of control), % at 10 µM; 290,000 compounds, 1.4% hits; AID 1529;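 active means binding response more than 3 SD above or below the average of its plate-row segment, actives on both sides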;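 further: Alexa488 bead fluorescence after subtracting the streptavidin-only scavenger bead signal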
IMP-1 inh: blocks Pseudomonas aeruginosa IMP-1 metallo-beta-lactamase. purified IMP-1, nitrocefin hydrolysis, epi-absorbance fluorescence. inhibition, % at 5.6 µM. 290,000 compounds, 0.45% hits;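 active means inhibition above the mean plus 3 SD of all compounds in the same screening run, cut at about 4.5% in these data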;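 further: 0% = IMP-1 with DMSO and 100% = DMSO wells lacking enzyme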
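Assay system: purified IMP-1; Quantity: IMP-1 0.2 nM before substrate addition; Medium: HEPES buffer pH 7.1 with ZnSO4 and Brij 35; Incubation: 15 min enzyme–compound preincubation, then 25 min nitrocefin reaction, 25 °C; Signal: fluorescence quenching readout, ex 480/em 530 nm; Controls: DMSO with and without IMP-1; Repeats: singlicate testing.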
pCIP destab: p/CIP protein destabilization; AID 1984; 290,000 compounds, 0.01% hits; decrease of EGFP signal, % at 10 µM; Q05BA5; F442A p/CIP-EGFP cells, EGFP fluorescence, 16 h;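 active means EGFP signal decrease of at least 30% at 10 µM or well 3 SD below plate mean, unless failing retest; inactive means the rest, including hits failing retest or dose response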; further: some compounds called inactive have numbers as strong as hits; many of its hits are not listed in these tables
PHOSPHO1 inh: inhibitors of human PHOSPHO1 phosphatase; recombinant PHOSPHO1, absorbance phosphatase assay; Q8TCT1; AID 1565; inhibition, % at 13.3 µM; 290,000 compounds, 1.1% hits; in the data active means inhibition above about 60%
Target sequence (Q8TCT1 whole entry, looked up): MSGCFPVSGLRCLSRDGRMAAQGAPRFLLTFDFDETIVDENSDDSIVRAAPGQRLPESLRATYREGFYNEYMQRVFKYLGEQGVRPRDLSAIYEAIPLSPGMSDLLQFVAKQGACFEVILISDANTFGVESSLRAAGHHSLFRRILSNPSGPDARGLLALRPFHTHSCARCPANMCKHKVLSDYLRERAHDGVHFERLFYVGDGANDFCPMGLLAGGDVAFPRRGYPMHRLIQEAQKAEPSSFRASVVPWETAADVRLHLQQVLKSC
The depositor's hits bear a star; / = not tested or not shown; [ ] = dose if it differs, or a comment. These rows are one share of the data; count on the stated rates, not on these rows.

SMILES	VIM-2 inhibitor	HCV NS3 hel inh	IDE act	SUMO HTRF inh	DNA FID counter	MEKK3 PB1 HTS	IMP-1 inh	pCIP destab	PHOSPHO1 inh
CC(C)(C)NC(=S)NCc1ccco1	-0.2	5	2	21	-6	102	1.7	-2	10
Cc1ccc(NS(=O)(=O)c2cccc(C(=O)NNC(=O)c3cccn3C)c2)c(C)c1	0.1	-7	5	-9	-20	98	-2.1	-20	46
N#CCCn1nc(-c2ccc(Br)cc2)cc1Nc1ccccc1NC(=O)C(F)(F)F	-1.5	-19	6	-11	-9	99	-3.0	8	1
COc1ccc(-c2cc(=O)oc3c(C)c(OC(C)C(=O)Nc4ccc(CN5CCOCC5)cc4)ccc23)cc1 (configuration not stated)	3.4	-46	4	2	21	104	-0.5	0	24
COc1ccc(/C=N/NC(=O)c2cccc(NC(=O)c3ccccc3Cl)c2)cc1OC	0.9	9	-1	23	-27	100	-1.6	-1	4
CC1CN(S(=O)(=O)c2ccc(C(=O)Nc3ccc(S(=O)(=O)N4CCOCC4)cc3)cc2)CC(C)O1 (configuration not stated)	-1.4	-19	3	6	-33	93	-3.8	-18	15
CC1CCN(C(=S)NC(=O)c2cccc([N+](=O)[O-])c2)CC1	-0.7	3	1	15	-3	102	-3.8	-18	-2
Cc1ccc(CNC(=O)C2CCCN(S(=O)(=O)c3cccc4nonc34)C2)cc1 (configuration not stated)	-2.0	-4	2	27	-2	101	-0.6	-14	6
CN1C(=O)C(=O)/C(=C(/O)c2ccccc2)C1c1ccc(Br)cc1 (configuration not stated)	0.7	-3	-3	13	-29	107	-2.8	-12	25
O=C(c1ccco1)N(Cc1ccc([N+](=O)[O-])cc1)c1ccc(Cl)cc1	2.3	-9	0	12	-12	102	-2.2	-13	-5
Cc1cccc(OCC(=O)Nc2cccc(-c3nnc(-c4ccccc4)o3)c2)c1C	-3.2	1	-1	17	-4	99	-0.7	1	28
Cc1ccc(CS(=O)(=O)Cc2ccc(C(=O)NC3CCCCCC3)o2)cc1	0.2	-12	5	/	-51	97	-2.8	2	-16
NS(=O)(=O)Oc1ccccc1	-3.4	-1	7	3	7	101	-6.3	11	-47
CC1CCCC(NC(=O)COC(=O)CCC2CCCC2)C1C (configuration not stated)	-1.3	-4	-4	-25	-30	100	-2.2	-8	19
Cc1ccsc1C=Nc1c(C)n(C)n(-c2ccccc2)c1=O	-7.1	-3	8	0	-3	84	-1.7	-3	-20
COc1cc(C2/C(=C(\O)c3ccc4c(c3)CC(C)O4)C(=O)C(=O)N2CC2CCCO2)cc(OC)c1OC (configuration not stated)	-2.3	13	2	-5	-35	101	-0.4	-7	/
CN1CCN(c2ccccc2NC(=O)c2ccc(-c3ccc(Cl)cc3Cl)o2)CC1	0.0	-14	6	-27	1	104	-2.6	11	9
O=C(O)c1ccc(CSCc2ccco2)cc1	-3.9	5	1	-6	-4	108	-0.1	4	21
CC(C1CC1)N(C(=O)c1ccccc1O)c1ccccc1 (configuration not stated)	0.0	1	5	0	-7	98	-1.4	-6	-3
Cc1ccc(CN2CCN(CC(=O)NCc3ccc(Cl)cc3)C2=O)cc1	-3.3	1	3	-6	-30	105	-2.9	-12	0
O=C(CCC1CCCC1)Nc1ccc(Br)cn1	-4.9	-2	3	4	2	102	-3.7	5	20
CCOc1ccc(C(=O)NCC(=O)OCc2c(F)cccc2Cl)cc1	-4.0	-5	1	-6	-20	107	-3.7	9	13
Cc1ccccc1C(=O)Nc1ccnn1C1CCN(Cc2c(C)n(C)c3ccccc23)CC1	1.3	-68	-1	8	11	104	-0.3	-6	17
Cc1ccc(NC(=S)Nc2ccc(F)cc2)c(C)c1	-2.8	3	5	-8	0	76	0.2	23	24
CCOC(=O)c1c(/N=C/c2ccc(OC)cc2O)sc2c1CCN(C)C2	0.7	18	6	7	2	55	2.1	6	20
CCOC(=O)CSc1nnc(CNC(=O)c2cccs2)n1-c1cc(OC)ccc1OC	-6.2	9	1	-4	-9	100	-5.8	-9	0
CCOP(C)(=O)C1(C(=O)OCc2ccccc2)CC1 (configuration not stated)	-3.8	3	4	22	-3	95	-2.8	-4	-1
c1csc(CNc2ccc3c(c2)OCCO3)c1	-2.7	-5	4	14	2	131*	-1.6	-12	-25
CN(C)C(CNC(=O)CCCc1c[nH]c2ccccc12)c1ccco1 (configuration not stated)	-2.4	-12	3	18	-3	98	-2.9	1	4
CN(c1ccccc1C(=O)Nc1cccc([N+](=O)[O-])c1)S(C)(=O)=O	0.5	5	-5	-5	0	104	-2.7	-7	16
CN1CCN(c2ccc(C(F)(F)F)cc2NC(=O)c2ccco2)CC1	1.1	-14	6	15	2	103	-1.9	5	43
CCOC(=O)c1c(N2C(=O)Nc3ccccc3N2O)n[nH]c1-c1cccc(OC)c1	-2.0	-2	3	12	-4	96	-5.8	6	6
COc1ccc(N2C(=O)CCC(C(=O)N3CCCCCC3)C2c2ccc(OC)c(OC)c2)cc1 (configuration not stated)	-1.8	0	6	-1	-23	104	-5.6	-14	-10
C/C(=N\NC(=O)c1ccc(Br)cc1)c1cccnc1	-0.3	-2	3	0	-17	103	-2.3	-8	31
C/C(=N\NC(=O)CC1N=C(Cc2ccccc2)NNC1=O)c1ccccc1 (configuration not stated)	-2.4	-6	1	-16	-1	100	-0.6	14	33
CCN1CCCC1CNS(=O)(=O)c1ccc(Cl)c(C(F)(F)F)c1 (configuration not stated)	-4.1	-8	2	7	6	103	-1.1	-12	28
CCC(C)(C)NC(=O)C(c1ccc(C)cc1)N(Cc1ccco1)C(=O)Cn1nnc2ccccc21 (configuration not stated)	-2.6	2	1	12	-10	123	-2.3	-1	-1
CCOC(=O)c1cnc2c(c(C)nn2CC)c1NCCN1CCOCC1	-3.1	0	-2	20	-20	106	-3.0	11	37
CSc1nc2ccccc2n1CC(=O)Nc1cc(C(F)(F)F)ccc1N1CCOCC1	-3.2	-9	-1	2	-25	103	-3.6	-16	16
CC(C)(C)Nc1c(-c2ccc(O)cc2)nc2ccc(Cl)cn12	-0.4	3	1	9	-1	98	-5.2	-13	-8
CCOC(=O)Cn1c(CCC(=O)O)ccc1-c1ccc(F)cc1	-3.8	19	2	6	-15	95	-3.3	-5	-10
Cc1cc(C(=O)c2cnc(/N=C/N(C)C)s2)cc(C)c1O	0.5	-6	2	-16	0	0.0*[inhibitor]	-2.6	-2	0
COc1cc(NC(=O)C2=C(C)OCCS2)c(Cl)cc1C(=O)NCCN1CCN(C)CC1	26*	-20	7	14	14	96	-2.6	2	28
Cc1ccc2c(CSc3nnc4ccccn34)cc(=O)oc2c1C	0.8	-5	1	7	-10	109	-2.3	-7	-7
COC(=O)c1sc2nc(N)c(C#N)cc2c1N	-0.3	-6	-5	4	-3	108	-2.2	-23	-9
CCCc1cc(C(=O)Nc2cccc(C(C)=O)c2)no1	-5.3	4	7	5	-6	100	-3.1	-19	4
CCN(CC)CCCNC(=O)c1csc(Nc2cccc3ccccc23)n1	3.8	-50	1	2	29	111	-0.2	10	-16
COc1ccc(Cl)cc1CN1C(=O)NC2(CCCCCC2)C1=O	2.7	6	-5	4	-18	96	-0.2	-24	31
CCNC(=S)N(Cc1cc2cc(C)ccc2[nH]c1=O)C1CCCC1	-2.0	-2	3	19	-15	97	-0.7	-20	1
Cc1cc(C)cc(NC(=O)c2c(C)nc3ccccn23)c1	-3.0	-10	10	-1	-9	105	-3.8	-3	-13
CSCc1nnc(NC(=O)c2ccc(S(=O)(=O)N3CCCCC3C)cc2)o1 (configuration not stated)	-4.8	22	3	8	-35	105	-5.5	-10	32

Structural class, the compounds so far containing an aryl methoxy group
SMILES	VIM-2 inhibitor	HCV NS3 hel inh	IDE act	SUMO HTRF inh	DNA FID counter	MEKK3 PB1 HTS	IMP-1 inh	pCIP destab	PHOSPHO1 inh
COc1ccc(-c2cc(=O)oc3c(C)c(OC(C)C(=O)Nc4ccc(CN5CCOCC5)cc4)ccc23)cc1 (configuration not stated)	3.4	-46	4	2	21	104	-0.5	0	24
COc1ccc(/C=N/NC(=O)c2cccc(NC(=O)c3ccccc3Cl)c2)cc1OC	0.9	9	-1	23	-27	100	-1.6	-1	4
COc1cc(C2/C(=C(\O)c3ccc4c(c3)CC(C)O4)C(=O)C(=O)N2CC2CCCO2)cc(OC)c1OC (configuration not stated)	-2.3	13	2	-5	-35	101	-0.4	-7	/
CCOC(=O)c1c(/N=C/c2ccc(OC)cc2O)sc2c1CCN(C)C2	0.7	18	6	7	2	55	2.1	6	20
CCOC(=O)CSc1nnc(CNC(=O)c2cccs2)n1-c1cc(OC)ccc1OC	-6.2	9	1	-4	-9	100	-5.8	-9	0
CCOC(=O)c1c(N2C(=O)Nc3ccccc3N2O)n[nH]c1-c1cccc(OC)c1	-2.0	-2	3	12	-4	96	-5.8	6	6
COc1ccc(N2C(=O)CCC(C(=O)N3CCCCCC3)C2c2ccc(OC)c(OC)c2)cc1 (configuration not stated)	-1.8	0	6	-1	-23	104	-5.6	-14	-10
COc1cc(NC(=O)C2=C(C)OCCS2)c(Cl)cc1C(=O)NCCN1CCN(C)CC1	26*	-20	7	14	14	96	-2.6	2	28
COc1ccc(Cl)cc1CN1C(=O)NC2(CCCCCC2)C1=O	2.7	6	-5	4	-18	96	-0.2	-24	31

Structural class, the compounds so far with a COOH group
SMILES	VIM-2 inhibitor	HCV NS3 hel inh	IDE act	SUMO HTRF inh	DNA FID counter	MEKK3 PB1 HTS	IMP-1 inh	pCIP destab	PHOSPHO1 inh
O=C(O)c1ccc(CSCc2ccco2)cc1	-3.9	5	1	-6	-4	108	-0.1	4	21
CCOC(=O)Cn1c(CCC(=O)O)ccc1-c1ccc(F)cc1	-3.8	19	2	6	-15	95	-3.3	-5	-10
